Source: PubChem BioAssay
CendR NRP1 mod – alters CendR peptide binding to human NRP-1; FAM-RPARPAR peptide binding to NRP-1, fluorescence polarization; inhibition, % at 25 µM; 360,000 tested, 0.85% active;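 active = inhibition or corrected inhibition above about 18%, plus a signal ratio from 0.5 to 1.5, limit read from the data, passing the limit was not always enough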; note: strong numbers were not always called active
MsrA act – activators of bovine methionine sulfoxide reductase A; activation, % at 10.6 µM; purified bovine MsrA, absorbance read-out; AID 602163; 360,000 tested, 0.3% active; in the data active = activation above about 7.5%;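 note: 0% = vehicle and 100% = reference activator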
Rin1-Abl PPI inh – inhibitors of human Rin1-Abl protein interaction. 360,000 tested, 0.4% active. inhibition, % at 7.35 µM. P00519+Q13671. TR-FRET Rin1/Abl binding, biochemical; in the data active = inhibition above about 5%, passing the limit was not always enough
FAS TE block – inhibitors of human fatty acid synthase thioesterase domain | 360,000 tested, 0.67% active | P49327 | recombinant FAS-TE, OMFH fluorogenic substrate, fluorescence endpoint | inhibition, % at 15 µM;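 active = compounds whose normalised, plate-corrected inhibition of enzyme fluorescence in the single-dose primary screen is 50% or more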;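 note: 0% = DMSO with enzyme and 100% = substrate without enzyme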
SKN-1 inh – C. elegans SKN-1 inhibition; inhibition, % at 21.8 µM; AID 624304; C. elegans VP596 Pgst-4::GFP/RFP ratio, acrylamide-induced, 24 h; 360,000 tested, 0.49% active;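 active = interference check ratio from 0.5 to 1.5 plus GFP to RFP signal ratio inhibition reaching or exceeding a fixed threshold, cut at about 30% in these data, passing the limit was not always enough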; note: some compounds called inactive have numbers as strong as hits
MsrA inhibitor – bovine MsrA inhibition; inhibition, % at 15.5 µM; purified bovine MsrA, absorbance read-out; 360,000 tested, 0.75% active; AID 651718; in the data active = inhibition above about 4.5%;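 note: 0% = vehicle wells with enzyme and 100% = reference inhibitor wells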
MT1-MMP act inh – MT1-MMP (human) activation inhibition; HT1080 RFP-PRO-GFP cells, GFP/RFP ratio fluorescence, overnight; percent of plate control window, DMSO zero; 360,000 tested, 0.061% active; GFP/RFP ratio change, % at 20 µM;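 active = GFP/RFP ratio change of at least 30% with cell ATP level not reduced by more than half and red fluorescence within 50% of control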; note: strong numbers were not always called active
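Assay system – RFP-PRO-GFP reporter HT1080 cells · Compound dosing – single dose of 20 µM compound, 1% DMSO final · Incubation – overnight compound exposure at 37 °C · Measure – GFP/RFP fluorescence ratio · Benchmarks – DMSO wells and RFP-L50D-GFP cells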
Neddylation inh – blocks human cullin neddylation; P61081+Q13564; TR-FRET cullin neddylation, biochemical; calls only at 25 µM; 360,000 tested, 0.58% active; AID 651699; in the data active = inhibition above about 36%
E coli Lon inh – inhibitors of E. coli Lon protease | P0A9M0 | purified E. coli Lon protease, fluorescence polarization | inhibition, % at 7.94 µM | 360,000 tested, 0.42% active | AID 602123; in the data active = inhibition above about 13%, passing the limit was not always enough;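 note: 0% = enzyme with probe and DMSO and 100% = no enzyme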
An asterisk follows results filed as active; i = inactive; · = no result given. Compounds were not picked by outcome. About 4.2% of those tested had a hit in this group.

SMILES	CendR NRP1 mod	MsrA act	Rin1-Abl PPI inh	FAS TE block	SKN-1 inh	MsrA inhibitor	MT1-MMP act inh	Neddylation inh	E coli Lon inh
O=C(N/N=C/c1ccc(OCc2ccccc2)cc1)c1ccc(O)cc1	-1	-1	-2	5	6	0.3	3	i	5
Cc1sc2nc(COC(=O)c3ccc(O)cc3)[nH]c(=O)c2c1C	-4	-3	-5	2	-10	0.8	4	i	11
O=c1ccn(Cc2ccc(F)cc2)c2ccnc(C(F)(F)F)c12	-2	-1	-2	-8	6	-0.5	-7	i	3
O=C(O)C1C2CC2CN1C(=O)c1ccc(Cl)cc1Cl (configuration not stated)	-6	-2	-1	-2	5	1.1	1	i	6
CCc1nnc(NC(=O)CSc2nnc(-c3ccoc3C)n2-c2cccc(C)c2)s1	0	-12	0	-9	12	-0.3	1	i	4
O=C(Nc1ccc(Br)cn1)c1ccc(Br)s1	2	-2	-1	20	31	0.6	-7	i	-5
CC(NC(=O)CNC(=O)c1cccs1)c1cccc(C(F)(F)F)c1 (configuration not stated)	-11	-2	1	0	8	1.3	3	i	10
CC(=O)N1CCN(C(C)=O)C1c1ccccc1	8	-4	1	-12	-5	1.2	0	i	7
CCn1cc([N+](=O)[O-])c(C(=O)Nc2ccc3c(c2)OCCO3)n1	2	1	4	-6	-7	-1.2	-1	i	-10
COc1cccc(S(=O)(=O)NCc2ccc3c(c2)OCO3)c1	5	-1	0	-2	3	0.8	2	i	-6
O=C(NCC(c1ccco1)N1CCCCC1)c1ccc([N+](=O)[O-])s1 (configuration not stated)	-12	-1	2	-4	-6	6.0*	3	i	-4
CCCCCc1nnc(NC(=O)c2ccc(=O)n(C)n2)s1	2	-2	-2	-5	-3	3.4	0	i	8
CCCN(CCC)S(=O)(=O)c1cc2c3c(c1)CCN3C(=O)CC2	-2	-5	0	-2	5	-0.4	3	i	0
COc1ccc(Cl)cc1-c1nc(SCC(N)=O)n[nH]1	8	-3	1	-2	5	0.9	3	i	-6
N/C(=N\OC(=O)CCCc1ccccc1)c1ccc([N+](=O)[O-])cc1	-2	-2	-1	21	1	-0.3	1	i	6
O=C(NNC1=NCCC1)c1ccc(Br)cc1	0	-2	2	-8	1	1.0	4	i	-2
CCOC(=O)c1cc(C)n(-c2ccc(Cl)cc2)c1C	7	-2	5	20	17	-0.9	1	i	-3
Cc1ccc(-c2nc(-c3cccnc3)sc2CC(=O)O)cc1	-12	-1	-4	-7	12	0.8	3	i	-1
Cc1ccc(C)c(NC(=O)C2CC(O)CN2C(=O)OC(C)(C)C)c1 (configuration not stated)	11	0	1	-6	4	-0.1	-1	i	-3
O=C(c1ccco1)N1CCN(C(=O)c2cn(-c3ccccc3)nc2-c2ccc(F)cc2)CC1	-16	1	0	5	2	1.2	-1	i	-2
CCOC(=O)c1csc(NC(=O)c2ccc(C#N)cc2)n1	0	-14	2	-5	-8	-0.2	-1	i	-14
Cc1ccc2sc(C)cc(=O)c2c1	8	-4	-1	-6	5	1.3	-3	i	-12
CS(=O)(=O)N1CCC(C(=O)Nc2ccccc2Sc2ccccc2)CC1	9	-2	-1	-1	-7	0.1	1	i	-4
CCOC(=O)CS(=O)(=O)c1ccccc1	-3	-7	0	-8	1	0.5	0	i	-3
COc1ccc(NC(=O)CSc2ccc3c4c(cccc24)C(=O)c2ccccc2-3)cc1	-30	-1	5	-98	-2	-0.8	-208	i	-36
C=CCN(c1ccccc1)S(=O)(=O)c1cccc(C(=O)NCC(c2ccccc2OC)N2CCCC2)c1 (configuration not stated)	1	0	1	-4	34	0.6	-5	i	-6
Brc1ccc(Br)c2cnccc12	-3	-2	-10	-1	-11	0.6	-8	i	-5
CCCc1nc2ccccc2c(C(=O)OCc2nnc(-c3cc(OC)c(OC)c(OC)c3)o2)c1CC	-1	-2	3	21	28	0.7	-9	i	2
COc1ccc(N(CC(=O)N/N=C/c2ccc(OC)c(OC)c2)S(=O)(=O)c2ccccc2)cc1	1	-2	2	3	17	1.2	0	i	0
CCn1c(C)cc(C)c(C#N)c1=O	23	-14	0	-11	-8	-0.2	-1	i	7
CCc1nc2c(OCc3cc(Cl)cc(Cl)c3)cccn2c1N(C)C(=O)c1ccccc1F	-2	2	-3	16	5	-0.9	-8	i	7
Fc1ccc(CNC(=S)NCc2cccc(Cl)c2)cc1	7	-7	0	20	-16	0.3	2	i	10
CN(C)S(=O)(=O)NCC1CCCN(Cc2cc3ccccc3s2)C1 (configuration not stated)	-4	1	1	-1	7	0.2	0	i	10
CCOC(=O)c1nc2sc3c(c2c(=O)[nH]1)CCCC3	5	-3	0	-7	-20	2.6	5	·	-11
CCN1C(=O)CSc2ccc(C(=O)NCc3ccccc3OC)cc21	7	0	-1	-2	3	0.0	7	i	-7
Nc1nc(Nc2ccccc2)nc(N2CCOCC2)c1[N+](=O)[O-]	-1	-7	1	-2	1	1.6	2	i	8
Cc1ccc(N2CCN(c3ccc([N+](=O)[O-])cn3)CC2)c(C)c1	2	-4	4	30	-9	-0.2	6	i	1
CC1CCN(Cc2c(C(=O)N3CCc4ccccc4C3)nc3ccc(Cl)cn23)CC1	-4	-9	3	10	-5	-0.1	-3	i	-18
COc1ccc(NC(=O)COC(=O)c2ccc3c(c2)OCCO3)cc1OC	-3	-5	3	4	5	-0.2	-2	i	-4
O=C(NCCc1ccccn1)C(F)(F)C(F)(F)C(F)(F)C(F)(F)C(F)(F)C(F)F	3	-5	-1	0	9	0.1	4	i	-10
O=C(Nc1ccc(OCc2ccccc2)cc1)c1ccccc1	-4	-2	-2	-6	10	-1.2	6	i	1
Cc1ccc(CNC(=O)CCC2CCCN(Cc3cccc4cccnc34)C2)o1 (configuration not stated)	-6	-1	3	-4	-19	0.9	-5	i	-2
C=CCC1(C(=O)NCCO)CCN(C(=O)OC(C)(C)C)CC1	6	-4	-2	-8	6	-0.7	1	i	-9
Cc1n[nH]c(C)c1CCC(=O)N/N=C/C=C/c1ccccc1	-5	-5	-2	-7	0	2.0	1	i	0
CNC(=O)NC(=S)NC(=O)c1ccccc1Cl	8	-4	4	-3	5	0.5	1	i	-8
CC(C)[C@H](NS(=O)(=O)c1ccccc1)C(=O)OCC(=O)NC1CCCCC1	11	-1	1	-6	19	-0.3	-4	i	-6
OC(COc1ccc2cc(Br)ccc2c1)CN1CCN(c2ccccn2)CC1 (configuration not stated)	-4	-1	-11	8	10	-0.1	8	i	-1
Cc1ccc(-n2ncc3c(=O)[nH]c(SCC(=O)N4CCCC4)nc32)cc1C	-5	-8	-1	-11	-3	0.1	-4	i	-1
COc1cccc(-c2nc(CS(=O)(=O)CC(=O)Nc3cc(C)ccc3C)c(C)o2)c1	-1	-1	0	0	8	-1.3	-7	i	4
COc1ccc(-c2nc3ccccc3c(=O)n2CCCN2CCOCC2)cc1	-6	-3	-1	-2	3	-0.8	10	i	-6
COc1ccc(C(C(=O)NCC2CCCO2)N(C(=O)CNC(=O)c2cccs2)c2ccc(C)cc2)cc1OC (configuration not stated)	12	-4	5	0	-6	0.2	2	i	-1
Cc1cc(SCc2cccc([N+](=O)[O-])c2)nc(=O)[nH]1	-3	-1	3	4	16	0.6	1	i	-10
COc1ccc(-c2nc3ccccc3c(=O)n2CCOc2cc(C)ccc2C)cc1	-1	-3	-2	37	-9	-1.1	-6	i	6
CCOP(=O)(OCC)C(Nc1cccc([N+](=O)[O-])c1)c1ccccc1 (configuration not stated)	2	-4	-3	0	-1	1.2	0	i	-6
COc1ccc(NC(=O)c2ccc3ncsc3c2)c2ccccc12	16	-2	-2	-2	-11	0.3	0	i	-6
Cc1ccc(NC(=O)C2CC(O)CN2C(=O)OCc2ccccc2)c(C)c1 (configuration not stated)	9	-1	1	-3	7	-1.2	0	i	-1
Cc1cc2ncn(CC(C)C)c2cc1C	4	-2	0	-3	8	0.8	3	i	8
Cc1ccc2c(c1)N(CC(=O)Nc1ncccc1C)C(=O)C(C(C)C)O2 (configuration not stated)	1	-4	1	-2	-1	0.1	0	i	-7
CCn1c(SCC(=O)NCCOC)nc2sc3c(c2c1=O)CCCC3	-8	-3	-1	-6	7	0.3	-1	i	-6
CC(Sc1nnnn1-c1ccc(O)cc1)C(=O)NNC(=O)c1ccc(F)cc1 (configuration not stated)	0	-3	3	-4	11	0.4	2	i	3

Exported bar-delimited: part of the list above.
structure | CendR NRP1 mod | MsrA act | Rin1-Abl PPI inh | FAS TE block | SKN-1 inh | MsrA inhibitor | MT1-MMP act inh | Neddylation inh | E coli Lon inh
COc1cccc(-c2nc(CS(=O)(=O)CC(=O)Nc3cc(C)ccc3C)c(C)o2)c1 | -1 | -1 | 0 | 0 | 8 | -1.3 | -7 | i | 4
COc1ccc(-c2nc3ccccc3c(=O)n2CCCN2CCOCC2)cc1 | -6 | -3 | -1 | -2 | 3 | -0.8 | 10 | i | -6
COc1ccc(C(C(=O)NCC2CCCO2)N(C(=O)CNC(=O)c2cccs2)c2ccc(C)cc2)cc1OC (configuration not stated) | 12 | -4 | 5 | 0 | -6 | 0.2 | 2 | i | -1
Cc1cc(SCc2cccc([N+](=O)[O-])c2)nc(=O)[nH]1 | -3 | -1 | 3 | 4 | 16 | 0.6 | 1 | i | -10

The listing picks up; the two compounds before the break are reprinted first.
SMILES	CendR NRP1 mod	MsrA act	Rin1-Abl PPI inh	FAS TE block	SKN-1 inh	MsrA inhibitor	MT1-MMP act inh	Neddylation inh	E coli Lon inh
CCn1c(SCC(=O)NCCOC)nc2sc3c(c2c1=O)CCCC3	-8	-3	-1	-6	7	0.3	-1	i	-6
CC(Sc1nnnn1-c1ccc(O)cc1)C(=O)NNC(=O)c1ccc(F)cc1 (configuration not stated)	0	-3	3	-4	11	0.4	2	i	3
COc1ccccc1NS(=O)(=O)c1ccc(O)cc1	-3	-1	-2	-1	-2	-1.0	2	i	-5
NNC(=O)Cn1c(-c2nonc2N)nc2ccccc21	-3	0	-2	-5	12	-0.4	4	i	-4
O=C(OCc1nnc(-c2ccccc2)o1)C1=COCCO1	1	-1	-1	-6	-8	-0.2	4	i	2
C=CCOc1ccccc1CN1CCC(n2nccc2NC(=O)C2CCOC2)CC1 (configuration not stated)	-5	-4	1	-8	6	-0.8	-2	i	-3
COc1ccccc1NS(=O)(=O)c1cc(NC(=O)c2sccc2C)ccc1N1CCCC1	6	-4	0	58*	19	1.5	-4	i	3
CCOc1ccccc1N(CC(=O)N1CCOCC1)S(=O)(=O)c1ccccc1	10	-3	-4	-2	0	1.0	0	i	4
COCCNC(=O)c1onc(CSc2nc3ccccc3[nH]2)c1C(=O)NCCOC	5	-1	2	-7	4	-0.9	-1	i	0
CC(C)P(=O)(Cc1cccc(C#N)c1)C(C)C	2	-3	4	-5	-1	0.6	4	i	-8
O=C(CSc1nnc(-c2cccnc2)n1-c1ccc(SC(F)F)cc1)N1CCCc2ccccc21	4	-14	4	0	-14	0.4	-4	i	-1
O=C(OCC(=O)c1ccc[nH]1)c1ccc(Cl)nc1	-8	-3	3	-6	15	0.9	1	i	-4
O=C(CN1C(=O)C2CC=CCC2C1=O)NCC(=O)Nc1ccc(F)c(F)c1F (configuration not stated)	6	2	2	0	1	-0.3	1	i	-8
COc1ccccc1Cn1c(=S)[nH]c2ccc(Br)cc2c1=O	-6	-3	0	0	14	1.2	-1	i	-1
O=C(N/N=C\c1cccc(F)c1)c1ccc(Cn2cc(Br)c([N+](=O)[O-])n2)o1	-2	-4	-5	14	13	0.5	5	i	-2
Cc1cccc(C(=O)N/N=C/c2ccncc2)c1	8	-9	-4	-6	-13	0.5	4	i	6
Cc1ccc2c(c1)C=CC(C#N)N2C(=O)c1ccccc1 (configuration not stated)	5	-3	-4	12	4	-0.6	-5	·	-4
CCOc1ccc(N2C(=O)Nc3ccccc3C2(O)C(=O)NCc2ccc3c(c2)OCO3)cc1 (configuration not stated)	6	-1	-2	-3	-12	-0.6	-2	i	-7
